12-LOX inh: blocks human arachidonate 12S-lipoxygenase; AID 1671190; purified 12hLO, xylenol orange hydroperoxide absorbance; P18054; 580,000 compounds, 1.1% hits; Potency, µM (titrated, usually from 108 µM), for inactives: top-dose activity change, negative = inhibition, actives largely listed as inhibitors; active means well fitted inhibition curve with a large enough effect; inconclusive means small, poorly fitted or top-dose-only effect, or another doubt; inactive means no such curve, though single readings can be large or run the other way
Target sequence (P18054 whole entry, looked up): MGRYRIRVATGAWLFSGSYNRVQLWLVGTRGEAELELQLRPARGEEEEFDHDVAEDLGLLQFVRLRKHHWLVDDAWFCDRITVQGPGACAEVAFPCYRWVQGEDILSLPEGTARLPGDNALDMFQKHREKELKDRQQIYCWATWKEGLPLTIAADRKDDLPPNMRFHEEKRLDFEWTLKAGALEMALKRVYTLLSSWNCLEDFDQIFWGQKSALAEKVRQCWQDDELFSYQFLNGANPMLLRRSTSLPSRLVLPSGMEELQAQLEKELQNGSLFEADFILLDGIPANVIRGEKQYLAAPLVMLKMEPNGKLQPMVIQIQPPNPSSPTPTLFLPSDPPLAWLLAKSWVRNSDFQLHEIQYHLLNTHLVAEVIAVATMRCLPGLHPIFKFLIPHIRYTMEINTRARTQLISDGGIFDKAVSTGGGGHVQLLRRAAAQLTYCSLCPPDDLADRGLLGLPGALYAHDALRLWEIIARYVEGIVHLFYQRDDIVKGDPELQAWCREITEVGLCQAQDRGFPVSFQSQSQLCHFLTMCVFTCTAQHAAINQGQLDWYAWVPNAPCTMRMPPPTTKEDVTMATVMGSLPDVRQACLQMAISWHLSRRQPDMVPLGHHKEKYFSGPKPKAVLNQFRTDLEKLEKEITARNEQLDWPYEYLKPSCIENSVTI
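Purified human 12hLO at 150 nM in 25 mM Hepes, 0.01% Triton X-100, pH 7.0, preincubated 15 min at room temperature with compound. Reaction started with 40 uM arachidonic acid, 30 min at room temperature. Hydroperoxide measured by Fe-xylenol orange, 573/405 nm absorbance ratio.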
* marks the source's active call; other numbers are inactive results; ? = inconclusive; [ ] = another dose, or the depositor's remark. On the % scale 0 is the no-effect control and ±100 the full control effect; potency means the concentration at half of the fitted maximal effect. A portion of the library; rates above refer to the full screens.

Structure,12-LOX inh
CCOC(=O)c1cc(N)ccc1N1CCOCC1,-2%
CCOc1cc(=O)n2c(c1C(=O)Nc1ccc(CC)cc1)CCCC2,0%
CCCN1C(=O)C(CC(=O)NC2CCCC2)Sc2ncccc21 (stereo not drawn),-19%
CC1=C[C@@H](CNC(=O)CCC(=O)O)[C@H](C(C)C)C[C@H]1Cc1nc2c(C)cccc2[nH]1,?
COc1ccc(CN[C@H]2[C@H](O)[C@H](O)C[C@@H]2c2cccnc2)cc1,6%[176 µM]
Cn1c(CNC(=O)CN2CC3CC(C2)[C@H]2CCCC(=O)N2C3)nc2ccccc21 (stereo partly drawn),84%[activator]
O=C1CC(c2noc(-c3cccc(F)c3)n2)CN1c1ccc(F)c(Cl)c1 (stereo not drawn),8%
CSc1ccccc1CN1CCC2(CC1)C(C(=O)O)CC(=O)N2C (stereo not drawn),-23%
COc1ccc(C2=C(C(C)=O)Sc3nnc(-c4ccc(OC)cc4)n3N2C(C)=O)cc1,-8%
COc1ccc(-c2cc(N3CCCN(C(=O)c4ccc(NC(C)=O)cc4)CC3)n[nH]2)cc1,27%
O=C(CN1C(=O)NC(c2ccccc2Cl)C2=C1COC2=O)Nc1cccc(F)c1 (stereo not drawn),25%
CC(c1ccc(Cl)cc1)N(C)C(=O)CCc1ncc(-c2ccc(Cl)cc2)o1 (stereo not drawn),?
O=C(CC1=C2CCCCC2NC1=O)NCC1CC1 (stereo not drawn),23%
COc1ccc(-c2ccc3nnc(CNC(=O)c4ccccc4F)n3n2)cc1,17%
CCOC(=O)C1C(=O)CC(=O)C(C(=O)OCC)C1c1ccccc1 (stereo not drawn),?
Cn1c(CN2CCOCC2)nnc1SCc1ccccc1Cl,?
COC(=O)COc1ccc2c(=O)c(-c3ccc(Cl)cc3)coc2c1,1%
C/C(=N/n1c(C)csc1=NC(C)C)c1ccccc1,?
COc1cc(CSc2c(C(C)C)cnc3c2c(=O)n(C)c(=O)n3C)cc(OC)c1,?
COc1ccc(C)cc1C(=O)NCCc1c[nH]c2ccccc12,6%
OCC1CN(c2ccncn2)CC12CCN(Cc1ccc(F)c(F)c1)CC2 (stereo not drawn),55%[activator]
Cc1cccc(C)c1C(=O)NC1CC(=O)N(Cc2cccc(F)c2)C1 (stereo not drawn),63%[activator]
CCn1ccc(C(=O)NC2CCCN(c3cc(-c4ccc(Cl)cc4)[nH]n3)C2)n1 (stereo not drawn),55%[activator]
COc1c2c(cc3c1C(CC(O)C(C)C)N(C)CC3)OCO2 (stereo not drawn),-2%
O=C(NC[C@H]1COCc2nc3cccnc3n21)c1ccc(Cl)cc1,0%[176 µM]
Cc1cccc(C(=O)N2CCN(c3oc(-c4cccs4)nc3C#N)CC2)c1,-19%
CCCCCN1CCCCC12Cc1ccccc1CNC2=O (stereo not drawn),9%[12.5 µM]
CC(C)NC(=O)CN1CCCN(C(=O)c2cc3ccccc3n2C)CC1,?
Cc1nc2cc(NC(=O)COc3cccc(F)c3)ccc2o1,8%
Cc1ncsc1C(=O)NCc1ccc(N2CCCC2)nc1,-20%
COc1ccc(S(=O)(=O)NC[C@H]2COCc3nc4c(C)cccc4n32)cc1,-18%[176 µM]
CCC(CC)C(=O)Nc1ccc([C@@H](O)[C@H]2COCC(=O)N2Cc2ccccn2)cc1,30%[176 µM]
CC1=C(C(=O)OC(C)C)C(c2ccc(C)cc2)N2C(CC(=O)N3CCCCC3)=CSC2=N1 (stereo not drawn),37%[activator]
C/C(=C\c1ccccc1)CN1CCCCC12Cc1ccccc1CNC2=O (stereo not drawn),-2%[6.33 µM]
Cc1cc(C)nc(Nc2nc(-c3ccccc3)c3ccc(Cl)cc3n2)n1,28%
COc1ccc(-n2cnc3c2NC(=O)CC3c2cccnc2)c(OC)c1 (stereo not drawn),?
Cn1c(=O)c2[nH]c(N3CCN(C(=O)C4CCCCC4)CC3)nc2n(C)c1=O,-14%
O=C(NCC(O)COc1ccc(C(F)(F)F)cc1)C1CCCC1 (stereo not drawn),1%
CCNC(=S)NNC(=O)/C=C/c1ccccc1,46%[activator]
CCN(Cc1ccc(OC)c(OC)c1)C(=O)c1oc2ccc(Cl)cc2c1C,?

Three compounds out of the list above, ordered by the number in 12-LOX inh, falling.
canonical_smiles	12-LOX inh
COc1ccc(-c2cc(N3CCCN(C(=O)c4ccc(NC(C)=O)cc4)CC3)n[nH]2)cc1	27%
COc1ccc(C)cc1C(=O)NCCc1c[nH]c2ccccc12	6%
Cn1c(=O)c2[nH]c(N3CCN(C(=O)C4CCCCC4)CC3)nc2n(C)c1=O	-14%

Following part.
Structure,12-LOX inh
O=C(CN1CCN(Cc2cccs2)CC1)Nc1cccc2nsnc12,4%
CN(C)CC(=O)N1[C@H](C(=O)Nc2nccs2)[C@@H](CO)[C@@H]2Cn3c(ccc(C4=CCCCC4)c3=O)[C@@H]21,4%
COc1ncccc1-c1cc(-c2c(C)noc2C)cc2c1C(=O)N(C)C2=O,4%[176 µM]
O=C(Cn1cnc(NC(=O)c2ccccc2)n1)NCc1ccccc1,40%
COc1ccc(Cc2nc3ccc(C(=O)NCCN4CCOCC4)cc3o2)cc1,5%
O=c1c(Cl)c(N2CCN(S(=O)(=O)c3ccc4c(c3)CCC4)CC2)cnn1-c1ccccc1,-8%
Cc1nc(/C=C/c2ccc(Cl)cc2)sc1C(=O)O,?
CC(SC1CCCC1)C(=O)Nc1cccc(C#N)c1 (stereo not drawn),-2%
CCN1CCCC12Cc1ccccc1CN(C(=O)c1c(C)noc1C)C2 (stereo not drawn),1%[6.33 µM]
Cc1ccc(N(CCCC(=O)Nc2ccccc2Br)S(C)(=O)=O)cc1,11%
O=C(CCn1c(-c2ccccc2)cc2ccccc21)N1CCN(CCO)CC1,1%
c1ccc(-c2nnc3n2CCN(Cc2cn(-c4ccccc4)nn2)CC3)cc1,56%[activator]
COc1ccc(-c2nc3cc(NC(=O)CC(C)C)ccc3o2)cc1OC,31%[activator]
COc1ccc(OC)c(-c2ccnc(-n3ncc(C(=O)NC(C)(C)CO)c3C3CC3)n2)c1,-10%
Cc1ccc2nc(-c3ccccc3)cc(C(=O)NCC(=O)NC3CC3)c2c1,?
COc1cccc(C(=O)N2CCN(c3cc(C(F)(F)F)ncn3)CC2)c1,18%
Cc1nc(N2CCC(NC(=O)C3CCCO3)CC2)cc(C(F)(F)F)n1 (stereo not drawn),42%[activator]
CCCCn1c(N)c(N(C)C(=O)Cn2c(CC)nc3ccccc32)c(=O)[nH]c1=O,-11%
Cc1ccc2oc(C(=O)N(Cc3cccc(Cl)c3)C3CCS(=O)(=O)C3)cc(=O)c2c1 (stereo not drawn),-1%
CC(C)[C@H]1CN(Cc2ccccc2C#N)C[C@@H]1NC(=O)C1CCOCC1,4%
CSc1cccc(CN(C)C(=O)c2ccc(CCC(C)(C)O)cc2)c1,-2%
Cc1ccc(C2=NN(S(=O)(=O)c3ccc(F)cc3)C(c3ccc4nccnc4c3)C2)cc1 (stereo not drawn),?
COC(=O)c1ccc2c(c1)nc1n2[C@@H](CNCc2ccc(F)c(F)c2)COC1,5%[176 µM]
CCC1(N2CCN(S(=O)(=O)c3ccc(F)cc3F)CC2)CCN(C(=O)C(C)C)C1 (stereo not drawn),4%
COC(=O)CNC(=O)c1cc2occc2n1Cc1ccccc1,?
CS(=O)(=O)N1CC(n2cc(C(=O)NCC3CC3)nn2)C1,-6%
CC(=O)Nc1cccc(NC(=O)c2ccc3c(c2)S(=O)(=O)N=C(C)N3CC(C)C)c1,3%
N#Cc1ccc(OCCN2CCCc3ccccc32)cc1,?
O=C(Cn1ccn2nc(-c3ccccc3)c(CO)c2c1=O)NCc1ccc2c(c1)OCO2,15%
Cc1ccc(CN2CCOC[C@H]2c2ncc(C(C)(C)C)[nH]2)cc1,64%[activator][176 µM]
O=C1CCC2(CNC(=O)c3cnccn3)CCCC=C2N1 (stereo not drawn),43%[activator]
O=S(=O)(c1ccc(Br)cc1)N1CCN(c2ccc(Nc3ccccc3)nn2)CC1,?
Cc1[nH]cnc1CN1CC[C@H](N2CCN(C)CC2)[C@H](CCC(=O)O)C1,29%
Cc1cc(C)c(/C=C/C(=O)c2cc3ccccc3o2)c(C)c1,-25%
Cc1cc(NC(=O)CCn2cnc3c2c(=O)n(C)c(=O)n3C)ccc1Br,7%
O=C(N1CCOCC1)C1(CCO)CC12CCOCC2 (stereo not drawn),12%
COCCc1noc(CC2CCOC3(CCN(C(=O)CCC4CCCC4)CC3)C2)n1 (stereo not drawn),-5%
c1ccc(CNC[C@H]2COCc3nc4ccccc4n32)cc1,33%[176 µM]
COc1ccc(-c2nc(C(C)C)nc3c2CN([S+](=O)([O-])c2ccccc2)CC3)cc1,47%
CCCCc1c(-c2ccccc2OC)ncn1Cc1c(Cl)cccc1Cl,?
COc1cccc(NC(=O)Cn2c(=O)n(-c3ccccc3)c(=O)c3c2cc(C)n3C)c1,24%
CC(C)(C)c1ccc(-c2noc(-c3ncn4c3COC(c3ccc(F)cc3)C4)n2)cc1 (stereo not drawn),8%
N#Cc1ccc(-c2ccc(OCC(=O)NC34CC5CC(CC(C5)C3)C4)cc2)cc1,4%
Cc1nc(N2CCCCCC2)ncc1C(=O)O,7%
Cc1oc(C(O)c2cncnc2)nc1C(=O)Nc1ccc(N2CCOCC2)cc1 (stereo not drawn),8%[176 µM]
N#CCCNc1ccc(Br)cc1,-7%
O=C(O)CCC(=O)N1CCOCC1,-11%
COc1cccc2c(C(C(=O)O)N3CCN(C(=O)OC(C)(C)C)CC3)c[nH]c12 (stereo not drawn),?
COc1ccc(C2(C(=O)N3CCCC(c4nc(-c5ccccc5)no4)CCNC(=O)CC3)CC2)cc1 (stereo not drawn),?
O=C(/C=C/c1ccc(F)cc1)c1cccc(N2CCOCC2)c1,?
COc1ccc(-c2noc(CSc3nnc(-c4ccco4)n3C3CCCCC3)n2)c(OC)c1,23%
COc1ccccc1C(=O)N1CCn2c(nn(-c3cccc(Cl)c3)c2=O)C1,8%[6.33 µM]
CCOC(=O)CCNC(=O)N1CCCC1c1noc(COc2ccc(F)cc2)n1 (stereo not drawn),46%[activator]
COc1ccccc1CNC(=O)c1cc(C)nc2ccc(C)cc12,-11%
CCn1ncc(NC(=O)Cn2ncc3cc(-c4ccccc4F)ccc32)n1,-10%
Cc1ccc(NC(=O)Nc2cn(CC(C)C)c(=O)c3ccccc23)c(C)c1,?
CCC(CC)=C(C#N)C(=O)NC1CCCC1,?
COc1cccc(CNC(=O)[C@@H]2C[C@@H](O)CN2C2CCN(C(=O)C3(c4ccccc4)CC3)CC2)c1,-1%
CN(C)C(=O)CCN1CCOC(CC(c2ccccc2)c2ccccc2)C1 (stereo not drawn),12%
CC1(C)Cc2ccccc2/C(=C/C(=O)Nc2ccc(Cl)cc2Cl)N1,?

Next structures:
Structure,12-LOX inh
O=C(c1ccc(Br)cc1)N(Cc1cccc2[nH]ccc12)C1CC1,?
COc1cccc(CN2CCCC3(Cc4ccccc4CNC3=O)C2)c1 (stereo not drawn),2%[6.33 µM]
O=c1cc(-c2ccncc2)oc2c(-c3cccc(CO)c3)nccc12,?
c1ccc(-c2nnc(CSc3nc(C4CC4)n(-c4ccccc4)n3)o2)cc1,22%
O=C(c1cc2ccccc2oc1=O)N1CCN(Cc2ccc(Cl)cc2)CC1,7%
Cc1sc(N2CCOCC2)nc1-c1ccc(NS(C)(=O)=O)cc1,35µM*
O=C(NC[C@H]1OC[C@@H](NCc2ccccc2F)[C@@H]1O)c1ccc(F)cc1,-16%[176 µM]
COc1ccc(CC(=O)NC2CCN(c3cc(-c4ccc(OC)cc4)[nH]n3)CC2)cc1,12%
Cc1cc(=O)n(CC(=O)Nc2ccc(Cl)cc2)c(N2CCc3ccccc3C2)n1,-17%
Cn1ccc(Nc2nccc3c(=O)cc(-c4cn[nH]c4)oc23)n1,17%[176 µM]
Cc1oc(-c2ccccc2)nc1C(=O)OCC(=O)N1CCC(C)CC1,-16%
O=C(CNc1ccc(Br)cc1)N(C1CCCCC1)C1CCS(=O)(=O)C1 (stereo not drawn),15%
CN1C(=O)c2cccn2CC1C(=O)N1CC=C(c2ccccc2)CC1 (stereo not drawn),23%
COc1ccc(CN2CCOC[C@H](Oc3ccc(C(F)(F)F)cn3)C2)cc1,22%[176 µM]
COCCNc1ncnc2c1CN(c1cccnc1)C(=O)CN2C,30%
COc1ccc(/C=C/CN2CCC3(CC2)C(=O)N(Cc2cccnc2)C(=O)N3C)cc1,48%[activator]
CCOc1ccc(-c2nc(C#N)c(N3CCN(C(=O)c4cccs4)CC3)o2)cc1,2%
O=C(c1n[nH]c(=O)c2ccccc12)N1CCC[C@H](n2c(=O)n(CC3CC3)c3cccnc32)C1,52%[activator]

Some of the entries so far, as labelled records:
> Cc1oc(-c2ccccc2)nc1C(=O)OCC(=O)N1CCC(C)CC1
  12-LOX inh: -16%

> c1ccc(-c2nnc(CSc3nc(C4CC4)n(-c4ccccc4)n3)o2)cc1
  12-LOX inh: 22%

> O=C(NC[C@H]1OC[C@@H](NCc2ccccc2F)[C@@H]1O)c1ccc(F)cc1
  12-LOX inh: -16%[176 µM]

Bioassay records from PubChem.
